BaF3 parental: reduces parental Ba/F3 cell viability, JAK2V617F counter-screen; CellTiter-Glo ATP luminescence; inhibition, % at 5.6 µM; 1.1% of 220,000 active; AID 1486;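 active means inhibition above a per-campaign cutoff, the mean inhibition of all tested compounds plus 3 SD, cut at about 27% in these data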;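 further: 0% = DMSO wells and 100% = JAK Inhibitor I control wells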
Furin inhibitor: blocks human furin protease activity; purified furin, fluorogenic substrate cleavage; inhibition, % at 30 µM; 0.061% of 220,000 active; AID 463115; in the data active means inhibition above about 25%; further: inactives centre near -15
p97 inhibitor: human p97 ATPase inhibition; P55072; recombinant p97 ATPase, Kinase-Glo ATP luminescence, 3 h; inhibition, % at 8 µM; 0.42% of 220,000 active; AID 1481; in the data active means inhibition above about 15%;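 further: 0% = DMSO vehicle and 100% = wells lacking enzyme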
Target sequence (P55072 whole entry, looked up): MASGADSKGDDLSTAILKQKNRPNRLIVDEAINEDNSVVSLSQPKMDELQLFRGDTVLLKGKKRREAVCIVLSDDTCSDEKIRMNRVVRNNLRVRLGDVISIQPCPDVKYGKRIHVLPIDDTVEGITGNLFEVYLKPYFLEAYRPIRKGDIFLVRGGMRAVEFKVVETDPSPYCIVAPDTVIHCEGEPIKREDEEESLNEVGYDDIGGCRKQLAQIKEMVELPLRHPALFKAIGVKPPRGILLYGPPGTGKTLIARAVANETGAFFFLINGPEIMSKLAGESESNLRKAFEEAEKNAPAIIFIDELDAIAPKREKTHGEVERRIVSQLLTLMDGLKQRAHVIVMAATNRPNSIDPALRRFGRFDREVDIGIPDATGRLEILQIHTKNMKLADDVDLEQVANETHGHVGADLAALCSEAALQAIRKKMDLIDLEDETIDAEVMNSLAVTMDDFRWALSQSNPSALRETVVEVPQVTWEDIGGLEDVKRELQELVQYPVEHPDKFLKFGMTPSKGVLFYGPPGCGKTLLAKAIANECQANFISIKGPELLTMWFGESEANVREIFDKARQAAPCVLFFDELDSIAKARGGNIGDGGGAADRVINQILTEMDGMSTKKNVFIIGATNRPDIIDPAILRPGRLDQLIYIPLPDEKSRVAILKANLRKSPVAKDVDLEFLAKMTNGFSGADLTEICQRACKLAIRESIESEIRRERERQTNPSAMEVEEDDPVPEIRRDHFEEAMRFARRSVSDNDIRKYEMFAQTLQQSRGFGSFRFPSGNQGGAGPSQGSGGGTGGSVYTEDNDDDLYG
PPC-1+TRAIL kill: PPC-1 cancer cell killing with TRAIL present; cell killing (% activity), % at 4 µM; PPC-1 cells + TRAIL, ATPLite viability luminescence; 0.41% of 220,000 active;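 active means cell killing above 50% in the first pass at 4 µM, then a duplicate retest at 5 µM averaging 50% or more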;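 further: plate controls were cells with TRAIL plus DMSO for no effect and medium-only wells lacking cells for full effect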
PGE2 EP2 inh: blocks the human prostaglandin E2 receptor EP2; P43116; C6 glioma cells expressing human EP2, cAMP TR-FRET; cells stimulated with saturating PGE2; inhibition, % at 25 µM; 0.52% of 260,000 active;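 active means percent inhibition above 40 after rounding to a whole number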;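 further: rat C6 glioma host cells with rolipram phosphodiesterase inhibitor present; the protocol text gives 20 µM as final concentration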
Tb hexokinase: blocks Trypanosoma brucei hexokinase 1 activity | 0.11% of 220,000 active | inhibition, % at 10 µM | recombinant TbHK1, G6PDH-coupled NADH A340;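 active means inhibition of 50% or more in the single-dose primary screen; inactive means inhibition below 50%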
RBBP9 inh: blocks human serine hydrolase RBBP9; O75884; recombinant RBBP9, FP-Rh probe fluorescence polarization; inhibition, % at 7.94 µM; 0.2% of 220,000 active; AID 1515;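 active means inhibition above the campaign mean of all tested compounds plus 3 SD, cut at about 14% in these data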;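 further: plate controls were DMSO wells with RBBP9 for no effect and wells lacking RBBP9 protein for full effect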
Target sequence (O75884 whole entry, looked up): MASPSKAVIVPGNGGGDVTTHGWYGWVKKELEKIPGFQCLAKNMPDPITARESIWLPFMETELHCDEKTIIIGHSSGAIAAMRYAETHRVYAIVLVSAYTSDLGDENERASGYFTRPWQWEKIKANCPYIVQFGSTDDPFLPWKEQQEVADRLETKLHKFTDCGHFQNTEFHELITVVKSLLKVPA
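system = RBBP9 protein | input = RBBP9 at 2.5 µM in dispensed solution, before mixing | measured by = fluorescence polarization (mP), excitation 525 nm, emission 598 nm | incubation = enzyme-compound preincubation 30 min, then probe labeling 45 min, 25 °C | buffer or medium = Tris-NaCl-Pluronic buffer, pH 8.0 | compound = single dose 7.94 µM | also added = FP-Rh probe, 375 nM dispensing solution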
Ba/F3 V617F tox: loss of viability in JAK2V617F-driven Ba/F3 cells; Ba/F3 EpoR-JAK2V617F viability, ATP luminescence; inhibition, % at 5.6 µM; 1.1% of 220,000 active; AID 1446;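 active means inhibition above the campaign mean plus 3 SD over all tested compounds, cut at about 24% in these data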;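 further: cytokine-independent growth of Ba/F3 cells driven by EpoR plus mutant JAK2; 0% = DMSO-treated cells and 100% = JAK inhibitor I control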
p47phox inh: inhibitors of human p47phox binding | P14598 | p47phox/p22phox peptide binding, fluorescence polarization, 2 h | inhibition, % at 24.7 µM | 0.53% of 220,000 active | AID 1274;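 active means inhibition above about 30%, limit read from the data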;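 further: 0% = p47phox with labelled peptide and 100% = labelled peptide alone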
* marks the source's active call; other numbers are inactive results; / = no result given; & = joins results of further samples; [ ] = remark or other dose. These rows are one share of the data. The share of hits here may be higher or lower than overall.

SMILES	BaF3 parental	Furin inhibitor	p97 inhibitor	PPC-1+TRAIL kill	PGE2 EP2 inh	Tb hexokinase	RBBP9 inh	Ba/F3 V617F tox	p47phox inh
CC1=NN(C(=S)Nc2ccccc2)C(C)(C)C1	4	-29	6	14	8	-4	-2	0	-14
CCOc1ccccc1NC(=O)CSc1nccn1-c1ccccc1	1	-20	-1	14	/	-2	-3	-2	-6
CCOC(=O)c1c2ccc(OCC(=O)N/N=C/c3ccc(Cl)cc3)cc2n2ccccc12	9	-6[20 µM]	2	5	/	-2	-4	1	4
O=C(NCCO)C(F)(F)C(F)(F)C(F)(F)OC(F)(C(=O)NCCO)C(F)(F)F (stereo unspecified)	13	-17[20 µM]	0	19	-9	43	-5	1	-8
S=C(Nc1ccccc1Cl)N1CCOCC1	2	-21	-1	2	6	-3	-3	-2	-23
O=[N+]([O-])c1ccc(N2CCSCC2)cc1	-1	-2	6	20	9	-2	3	-6	-7
CCOC(=O)c1ccc2[nH]c(C)c(CCC(C)=O)c(=O)c2c1	3	-37	2	21	5	-15	-3	0	0
O=c1[nH]c(SCCOc2cccc3ccccc23)nc2ccccc12	10	-16	1	12	4	5	-6	4	-12
COc1cc(C(F)(F)F)c(C(=O)N(C)Cc2cccc(Cl)c2)cn1	1	-23	-1	-11	11	-3	-9	-2	-11
CC(C(O)c1ccc(O)cc1)N1CCC(Cc2ccccc2)CC1 (stereo unspecified)	-7&4	-17	1&6	10&2	16&7&24	2	-1&-2	0&3	-20&-7
O=C(O)c1cc(-c2ccccc2)n(-c2ccccc2)n1	1	-24[20 µM]	2	21	4	5	-5	-3	-2
CCCCCCS(=O)Cc1ccccc1 (stereo unspecified)	14	-16	0	4	9	2	-1	3	-7
Cc1cc(-c2nn(C)c(=O)c3ccccc23)cc(C)c1O	-1	-26	9	1	8	-14	2	-3	-5
CCN(CC)C(=O)CCc1nnc(Cc2cccc(C(F)(F)F)c2)o1	1	-17	-4	25	14	1	-3	3	8
CC1=C(C(=O)Nc2ccc(C)cc2)C(c2ccc(C)o2)C2=C(CC(C)(C)CC2=O)N1 (stereo unspecified)	5	-16[20 µM]	-4	12	28	-9	-7	2	-11
O=C(NCc1ccccc1)NC1CCS(=O)(=O)C1 (stereo unspecified)	0	-19	4	17	5	-1	5	-4	-5
O=C(COC(=O)[C@H](Cc1ccccc1)NC(=O)c1cccs1)Nc1c(Cl)cccc1Cl	-4	-11	-5	0	4	2	-10	9	-38
COc1cc(/C=C/C(=O)c2c(O)ccc3c(C)cc(=O)oc23)ccc1O	9	6[20 µM]	-3	5	8	-53	3	9	-14
COc1ccccc1NC(=O)c1ccc(N)cc1	-1	-11	4	15	3	-8	3	-3	-2
Cc1cc(C)cc(-c2nnc(SCc3ccc(C(=O)O)cc3)o2)c1	4	-28	3	/	7	-5	4	-4	-13

Just BaF3 parental, Furin inhibitor and Ba/F3 V617F tox, for some of the entries so far:
compound,BaF3 parental,Furin inhibitor,Ba/F3 V617F tox
O=C(NCc1ccccc1)NC1CCS(=O)(=O)C1 (stereo unspecified),0,-19,-4
O=C(COC(=O)[C@H](Cc1ccccc1)NC(=O)c1cccs1)Nc1c(Cl)cccc1Cl,-4,-11,9
COc1cc(/C=C/C(=O)c2c(O)ccc3c(C)cc(=O)oc23)ccc1O,9,6[20 µM],9

The results go on.
SMILES	BaF3 parental	Furin inhibitor	p97 inhibitor	PPC-1+TRAIL kill	PGE2 EP2 inh	Tb hexokinase	RBBP9 inh	Ba/F3 V617F tox	p47phox inh
Cn1c(C2CCCN2C(=O)OC(C)(C)C)n[nH]c1=S (stereo unspecified)	2	-14	2	2	21&9	-1	1	2	-4
CCCCn1c(-c2cccs2)nc2oc3ccccc3c(=O)c2c1=O	-1	-14	5	18	16	-41	4	-5	-8
Cc1cc(NC(=O)CSc2nnc(COc3ccccc3)o2)no1	6	-8[20 µM]	8	-9	5	-4	-3	-1	0
C(=N\Nc1nc2ccccc2[nH]1)/c1cccc2cccnc12	50*	-17	20*	53*[5 µM]	23	-11	8	91*	-23
O=C(O)c1ccccc1C(=O)N1CCc2c([nH]c3ccccc23)C1C(F)(F)F (stereo unspecified)	-3	-8	-3	3	8	4	0	0	2
O=C(Nc1ccc(F)cc1)c1nn(-c2ccccc2)c(=O)cc1Cl	-4	-8	5	5[5 µM]	9	-7	-5	-3	1
COC(=O)c1sc(NC(=O)CSc2nnnn2-c2cccc(OC)c2)nc1C	2	-18[20 µM]	3	-2	20	-2	-3	-3	-22
N#C/C(=C\C1=C(N2CCOCC2)C(=C\c2ccccc2)/CC1)C(=O)Nc1ccccc1F	7	0	-5	3	10	-2	-7	4	-248
COCCN(C(=S)Nc1cccc(C)c1)C(C)c1cccnc1 (stereo unspecified)	5	-41	0	1	-1	1	-1	-1	/
NC(=O)c1ccc(NC(=O)COC(=O)c2c3c(nc4ccccc24)/C(=C\c2ccc4c(c2)OCO4)CCC3)cc1	3	2	21*	-16	12	-10	1	-2	-113
CCN(CC)CCn1c(NCc2ccc3c(c2)OCO3)nc2ccccc21	6	-29	-2	-7	-1	2	-3	0	-9
Cc1cccc(C(=O)Nc2nnc(-c3ccco3)o2)c1	3	-2	4	-5	7	-7	-6	-3	-12
c1ccc(COc2ccccc2CNC23CC4CC(CC(C4)C2)C3)cc1	3	-23	-1	44	3	14	-11	3	-11
Cc1ccc2nc3c(c(C(=O)OCC(=O)NC4CCS(=O)(=O)C4)c2c1)CCCC3 (stereo unspecified)	-3	-16	6	-4	8	-2	1	-1	-8
O=c1oc2ccccc2n1CCc1ccccc1	5	-19[20 µM]	0	-20	3	1	-5	0	-15
N#C/C(=C/c1ccc(N2CCOCC2)o1)c1ccc(Cl)cc1	56*	15[20 µM]	9	4	/	-3	-3	47*	-74
COc1ccc([C@H]2C=C3CN(C(=O)OC(C)(C)C)S(=O)(=O)[C@H]3C[C@H]2OC(=O)c2ccc(C(F)(F)F)cc2)cc1	/	-40	/	-1	11	-5	/	/	-8
Cn1cc(Cl)c(/C=C(\C#N)S(=O)(=O)c2ccccc2)n1	0	-19	6	12	19	-5	-6	-4	-16
CC(=O)c1cc(N2CCOCC2)ccc1[N+](=O)[O-]	0	-10	-2	17	7	-10	-3	1	2
c1cnn(-c2nc(N3CCOCC3)nc(N3CCOCC3)n2)c1	-1	-22	5	-3	4	-2	-5	-3	-2
COc1ccc(-c2nc(CSCC(=O)NCc3ccc4c(c3)OCO4)c(C)o2)cc1	5	-20	0	9	8	-1	0	-2	-3
CC(C)(C)OC(=O)NCCCCCc1nnc(SCc2c(F)cccc2Cl)o1	0	-10	-4	9	7	0	-5	-3	-17
O=C1CN(C(=O)COC(=O)C2=COCCO2)c2ccccc2N1	-2	-22	-6	-2	/	-3	-12	4	-9
Cc1cccc(Oc2ccccc2NC(=O)c2cnccn2)c1	3	-16[20 µM]	0	20	13	0	9	0	-8
O=C(CSc1nnc(NC(=O)C2CCCCC2)s1)NCc1ccco1	5	-13	-3	14	4	5	3	4	-6
CC(C(=O)NCc1ccco1)n1cc(C(=O)c2ccco2)c2ccccc21 (stereo unspecified)	4	-16[20 µM]	0	33	15&16	-33	-1	0	-1
Cn1c(N)c(C(=O)COC(=O)C2=COCCO2)c(=O)n(C)c1=O	1	-14[20 µM]	3	-5	-2	6	-4	-3	-5
O=C(N/N=C/c1ccccc1O)C1(O)c2ccccc2-c2ccccc21	3	-18	0	8	5	-7	-6	1	-9
CCOC(=O)N1CCN(Cc2nc3ccc([N+](=O)[O-])cc3c(=O)n2-c2cccc(OC)c2)CC1	7	-19	3	-8	6	-16	2	0	-4
O=C(/C(=C/O)N=Nc1ccccc1Cl)c1ccccc1	6	-14	-3	2	5	-4	-10	0	-7
N#C/C(=C/c1ccc2c(c1)OCO2)C(=O)NCCc1c[nH]c2ccccc12	1	-15[20 µM]	-1	11	11	-9	-19	0	-6
CN1CCN(C(=S)c2cn(Cc3ccccc3)c3ccccc23)CC1	6	-12	-2	-28	9	4	-2	0	-5
CCC(=O)Nc1ccc2nc(C3CC3)n(Cc3ccccc3)c(=O)c2c1	2	-17	3	42	/	0	-4	-1	-11
O=C(COc1ccccc1F)N1CCN(S(=O)(=O)/C=C/c2ccccc2)CC1	6	0	-5	4	3	22	-3	0	-3
Cc1cc(/C=C2\NC(=O)N(Cc3ccc(Cl)cc3)C2=O)c(C)n1C	0	-10	5	34	8	-12	-3	-3	-8
Cc1ccc(N2C(=O)C3ON(c4ccccc4)C(c4ccncc4)C3C2=O)c(C)c1 (stereo unspecified)	4	-17	-6	21	9	-14	-7	3	-10
Cn1nc([N+](=O)[O-])nc1Sc1nnc(-c2ccccc2)o1	76*	-16[20 µM]	9	12	7	-2	-1	92*	-12
Cc1[nH]c2c(Cl)cccc2c(=O)c1CN1CCCC1	8	-20	7	18	/	-9	-7	1	-10
Cc1ccc(/C=C/C(=O)O)cc1S(=O)(=O)NCCO	2	-18[20 µM]	2	-1	5	3	-6	-1	-10
O=C(c1c(F)cccc1F)N1CCCC1	8	-16	3	-3	2	-6	-7	-2	13
O=C(Cc1nnc(NC(=O)Nc2ccccc2)s1)NCc1ccccc1	5	-21	0	25	20	-5	-3	0	-7
S=C(Nc1cccc2ccccc12)NN1CCOCC1	3	-17	3	-4	3	-6	-5	-2	-18
COC(=O)CNC(=O)CN1C(=O)N(c2ccc(Cl)cc2)C(N(O)C(=O)Nc2ccc(Cl)cc2)C1(C)C (stereo unspecified)	0	-29[20 µM]	3	8	10	-5	0	-1	-6
CC1(C)C2CCC1(CS(=O)(=O)Nc1ccc(S(=O)(=O)NC3CCCCC3)cc1)C(=O)C2 (stereo unspecified)	7	-25	-5	27	8	-8	-6	-1	-10
CCOC(=O)N1CCC(N2C(=O)c3ccccc3C2Nc2ccc(S(=O)(=O)N(CC)CC)cc2)CC1 (stereo unspecified)	3	-17	1	16	7	-12	-5	2	-4
Cc1ccc(NCC(=O)N/N=C/c2ccc(C(=O)O)cc2)cc1	-9	-5	1	10	3	-3	-1	7	-3
Nc1cc(C(=O)O)ccc1Nc1ccccc1	6	-14	-6	9	12	-1	-10	4	-10
C#CC(=O)N(c1cccc(OC)c1)C(C(=O)NC1CCCC1)c1cccs1 (stereo unspecified)	80*	-2[20 µM]	14	94*	12&8	5	-1	101*	3
O=C(CCc1nc(-c2ccccc2Cl)no1)NCc1ccco1	9	-23	1	-4	13	-1	-3	0	-11
Cc1cc(C(=O)OCn2nnc3ccccc3c2=O)c(C)n1-c1ccccc1	6	-17	0	-9	7	-4	-14	-1	-22
Additional compounds.
SMILES	BaF3 parental	Furin inhibitor	p97 inhibitor	PPC-1+TRAIL kill	PGE2 EP2 inh	Tb hexokinase	RBBP9 inh	Ba/F3 V617F tox	p47phox inh
COc1ccc2cc3cc(C(=O)NCCN4CCN(c5ccccc5F)CC4)oc3nc2c1	6	-241	-6	-3	/	-28	-12	2	7
NC(=O)Cc1ccc(C(=O)c2ccccc2)s1	4	-21	6	-10	0	-9	-8	2	-3
CCOc1ccccc1C(=O)Nc1cccc(-c2ccc3nncn3n2)c1	4	-18	2	17	9	-3	0	-2	-4
CCOC(=O)c1nc(-c2ccc(OC)c(OC)c2)no1	-1	-1	1	19	1	-6	-6	-2	-3
COc1ccc(OC)c(S(=O)(=O)Nc2ccc(C(C)=O)cc2)c1	8	-1[20 µM]	5	6	3	-21	-7	2	-10
O=C(NNc1ccccn1)C(c1ccccc1)c1ccccc1	9	-27	0	8	7	3	-1	5	3
O=C(COc1cccc(Oc2ccccc2)c1)Nc1ccc(SC(F)F)cc1	7	-15[20 µM]	-7	16	11	9	-28	4	-5

Source: PubChem (several laboratories)
